Screens (PubChem)
KDM4E inh: blocks human JMJD2E demethylase activity; B2RXH2; JMJD2E catalytic domain, FDH-coupled NADH fluorescence (FDH is formaldehyde dehydrogenase); Potency, µM (doses to about 57.1 µM), for the others: at the top dose activity change, negative = inhibition, usual class: inhibitors; 1.6% of 230,000 active; AID 2147; active = well fitted inhibition curve with a large enough effect, not every such curve was filed as active; inconclusive = small, poorly fitted or top-dose-only effect, or another doubt; inactive = no such curve, though single readings can be large or run the other way;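 also: 0% = wells with enzyme and -100% = buffer wells without enzyme; nearly all actives have a fitted effect of over 50% in size; many of its hits are not listed in these tables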
Tau fibril ThT: blocks human tau fibril formation measured by thioflavin T | Potency, µM (titrated, usually from 57.4 µM), for inactives: at the top dose activity, negative = inhibition, actives largely listed as inhibitors | 2.1% of 270,000 active | recombinant tau K18 P301L (four-repeat tau fragment), heparin-induced fibrillization, ThT fluorescence; also: % is scaled to controls: 0 for no effect and ±100 for the full control effect; nearly all actives have a fitted effect of over 55% in size
Target sequence (P10636 561-689 P618L limits assumed): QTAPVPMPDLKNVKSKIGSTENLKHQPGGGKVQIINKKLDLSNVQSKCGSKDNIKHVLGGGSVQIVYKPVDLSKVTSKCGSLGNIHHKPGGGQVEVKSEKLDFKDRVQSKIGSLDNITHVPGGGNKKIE
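Tau K18 P301L fragment (15 uM unlabeled plus 0.24 uM Alexa 594-labeled) in 100 mM sodium acetate pH 7 with compound, fibrillization induced by 20 uM heparin for 6 hr at 37 C. Thioflavin T (30 uM) added, fluorescence read after 1 hr (ex 450, em 510 nm).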
LMNA splice mod: modulators of lamin A splicing; HeLa LMNA splicing GFP/RFP minigene ratio, 48 h; Potency, µM (doses to about 46.1 µM), inactives show at the highest dose ratio change, negative = inhibition, hits mostly inhibitors; 0.01% of 200,000 active; active = well fitted inhibition curve with a large enough effect in the signal ratio, with a control signal flat, not every such curve was filed as active; inconclusive = small, poorly fitted or top-dose-only effect, or effect the other way, or a change in a side signal; the % refers to the signal ratio; also: % is scaled to controls: 0 for no effect and ±100 for the full control effect
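Read-out is the ratio of GFP to DsRed2 object intensity, acquired by 488 nm laser-scanning cytometry on HeLa lamin A-EGFP minigene reporter cells. Compound incubation 48 hrs at 37 °C in Opti-MEM with 2% FBS; DMSO 0.5% final.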
SMN2 splice enh: enhancers of SMN2 splice variant expression; HEK293 SMN2-luciferase splicing reporter, luminescence, 30-36 h; Potency, µM (doses to about 46.1 µM), for the others: at the highest dose activity change, positive = activation, most hits filed as activators; 2.8% of 210,000 active; also: % of control where 0% means no effect; nearly all actives have a fitted effect of over 55% in size
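HEK293 cells carry an SMN2 minigene-luciferase reporter in which exon 7 inclusion puts luciferase in frame. Cells were seeded at 2000 cells/well, attached for 10-12 hours, then exposed to compounds for 30-36 hours at 37C before ONE-Glo luminescence.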
L3MBTL1 inh: inhibitors of human L3MBTL1; AlphaScreen L3MBTL1–H3K9me1 peptide binding; Q9Y468; Potency, µM (series often up to 57.1 µM), for the others: at the top dose activity, negative = inhibition, usual class: inhibitors; 0.66% of 230,000 active; also: % is scaled to controls: 0 for no effect and ±100 for the full control effect; nearly all actives have a fitted effect of over 60% in size
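AlphaScreen assay: L3MBTL1 (50 nM final) was preincubated 30 min at room temperature with biotinylated H3(1-15)K9me1 peptide (75 nM final), then 30 min with library compounds; streptavidin donor and nickel chelate acceptor beads (10 ug/mL final) added, 30 min dark.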
ALDH1A1 block: ALDH1A1 (human) enzyme inhibition. P00352. Purified ALDH1A1, NADH fluorescence, propionaldehyde substrate. Potency, µM (doses to about 75.3 µM), inactives show at the highest dose activity, negative = inhibition, usual class: inhibitors. 7.3% of 220,000 active; active = well fitted inhibition curve with a large enough effect, not every such curve was filed as active; inconclusive = small, poorly fitted or top-dose-only effect, or another doubt; inactive = no such curve, though single readings can be large or run the other way;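 also: plate controls were no enzyme wells and a reference inhibitor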
RECQ1 helicase: blocks DNA unwinding by human RECQ1. 0.54% of 240,000 active. AID 2549. P46063. RECQ1 DNA unwinding, red fluorescence kinetic read. Potency, µM (highest dose often 57.3 µM), inactives show at the top dose activity, negative = inhibition, hits mostly inhibitors;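 also: plate controls were vehicle for no effect and no enzyme for full effect; nearly all actives have a fitted effect of over 30% in size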
Target sequence (P46063 whole entry, looked up): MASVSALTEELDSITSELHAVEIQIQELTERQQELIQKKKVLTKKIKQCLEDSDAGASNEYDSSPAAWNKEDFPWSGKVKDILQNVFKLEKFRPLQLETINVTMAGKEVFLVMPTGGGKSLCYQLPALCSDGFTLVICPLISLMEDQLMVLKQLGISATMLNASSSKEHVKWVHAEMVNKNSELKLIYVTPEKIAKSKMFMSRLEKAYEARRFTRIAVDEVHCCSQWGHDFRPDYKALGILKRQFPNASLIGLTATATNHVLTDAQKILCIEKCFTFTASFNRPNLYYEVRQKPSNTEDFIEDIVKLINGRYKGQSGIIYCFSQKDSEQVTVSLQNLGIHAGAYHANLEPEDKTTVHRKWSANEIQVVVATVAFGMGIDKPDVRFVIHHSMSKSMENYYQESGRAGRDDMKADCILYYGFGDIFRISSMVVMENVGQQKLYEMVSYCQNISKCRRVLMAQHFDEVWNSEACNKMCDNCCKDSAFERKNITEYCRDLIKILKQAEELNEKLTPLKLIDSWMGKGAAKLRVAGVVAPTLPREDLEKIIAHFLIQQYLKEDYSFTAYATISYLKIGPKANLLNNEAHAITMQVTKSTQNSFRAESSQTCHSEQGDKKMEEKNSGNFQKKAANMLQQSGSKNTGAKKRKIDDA
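RECQ1T1 50 nM; forked duplex (20 bp + 30-nt ss tails) 200 nM, ATP 2 mM final; pH 8.0, 2 mM MgCl2, 2.5 ug/ml poly(dI-dC); 15 min compound preincubation; discontinuous kinetic read over 2 h at RT.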
KinaseGlo FLuc: counter-screen: inhibitors of Kinase-Glo firefly luciferase; Kinase-Glo luciferase, ATP luminescence, 8 min; Potency, µM (highest dose often 38.3 µM), inactives show at the top dose activity change, negative = inhibition, most hits filed as inhibitors; 0.28% of 200,000 active; also: % is scaled to controls: 0 for no effect and ±100 for the full control effect; nearly all actives have a fitted effect of over 60% in size
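Substrate mix (final 50 mM imidazole pH 7.2, 50 mM KCl, 7 mM MgCl2, 10 uM ATP, 0.01% Tween 20, 0.05% BSA) plus pin-tool compound, then Kinase-Glo detection mix; 8 min ambient, luminescence read.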
* hit, by the source's call; i = inactive; ? = inconclusive; . = no result given; [ ] = remark or other dose. Unless noted, calls follow the shape of the dose curve; as a rule, active = well fitted curve in the direction sought with a large enough effect; inconclusive = small, poorly fitted or top-dose-only effect, or another doubt; inactive = no such curve, though single readings can be large; an effect the other way counts as inactive or inconclusive. Potency is read from the fitted curve at half-maximal effect. These rows are one share of the data (hit frequency here may not be typical).

SMILES | KDM4E inh | Tau fibril ThT | LMNA splice mod | SMN2 splice enh | L3MBTL1 inh | ALDH1A1 block | RECQ1 helicase | KinaseGlo FLuc
CCOC(=O)C(C)Oc1ccc(C2NC(=O)NC(C)=C2C(=O)Nc2ccccc2C)cc1 (configuration not stated) | -12% | -13% | 4% | 4% | -5% | ? | 4% | 4%
CCC(COC(=O)Nc1cccc(C)c1)NC(=O)OCC(C)C (configuration not stated) | 8% | -4% | ? | -20% | 44%[activator] | -14% | -8% | -1%
Cc1ccc(C(=O)Nc2cnc3sc(C)nn3c2=O)cc1 | -7% | -2% | -7% | 13µM* | . | 2% | i | -4%
CCOC(=O)CSc1cc(CSc2ccccc2)nc(-c2ccccc2)n1 | -6% | -20% | -14% | -2% | 81%[activator] | -3% | -20% | 2%
C/C(=N\NC(=O)c1ccc(COc2ccccc2)cc1)c1ccncc1 | 13% | ? | . | -7% | 9% | 25µM* | 0% | 3%
CCCCNS(=O)(=O)c1ccc(NC(=O)C(Sc2ccccc2)c2ccccc2)cc1 (configuration not stated) | -7% | 14% | ? | -13%[1.84 µM] | -9% | 18% | 3% | 1%
COc1cc2c(cc1OC)CN(CC(=O)Nc1ccccc1SC)CC2 | -6% | ? | . | -68%[inhibitor] | . | -7% | 0% | 5%
CC1(OC(=O)c2ccco2)C(=O)C=C2C=C(c3ccsc3)OC=C2C1=O (configuration not stated) | -3% | ? | . | 4% | . | 3% | -2% | -3%
Cc1c(NC(=O)c2c(NC(=O)CNC3CC3)sc3c2CCCC3)c(=O)n(-c2ccccc2)n1C | -12% | -5% | -12% | 10% | 0% | ? | -13% | 3%
CSCCC(NC(=O)c1ccc(Cl)cc1)C(=O)O (configuration not stated) | -3% | -8% | . | . | . | 6% | i | .
Cc1cnc(C(=O)N2CCN(c3ccc(C(F)(F)F)cn3)CC2)cn1 | -6% | 0% | . | . | -4% | . | -10% | .
O=C(COC(=O)c1ccccc1C(=O)c1ccccc1)Nc1ccc(SC(F)F)cc1 | -4% | -5% | ? | -9% | 6% | -13% | -10% | -3%
Cc1ccc(-n2ncc3c(=O)[nH]c(SCC(=O)N4CCCCC4)nc32)cc1 | 6% | 4% | -2% | -5% | 1% | -8% | 1% | -5%
Cc1ccnc(NC(=O)/C=C/c2ccccc2Cl)c1 | 2% | ? | -5% | 1.3µM* | 4% | -5% | i | -27%
COc1cc2c(cc1OC)C(c1cc(OC)c(OC)c(OC)c1)NCC2 (configuration not stated) | 4% | -9% | ? | -6% | -22% | 25% | -2% | 1%
CN(Cc1ccccc1)C(=O)c1ccccc1NC(=O)c1ccccc1 | 5% | -4% | 12% | 0% | 2% | -4% | -15% | -2%
Cc1ccc(N2CCN(C3=NC(=O)/C(=C\c4cccs4)S3)CC2)cc1 | -1% | ? | -5% | -33%[inhibitor] | ? | ? | -5% | 7%
O=C(CCNc1cccc(Cl)c1)c1ccco1 | 2% | -11% | -4% | -11% | -4% | 7.1µM* | -5% | -2%
O=C1C2C3c4ccccc4C(c4ccccc43)[C@@H]2c2nc3ccccc3n21 (some centres not stated) | 2% | -3% | 2% | -18% | -6% | 9% | 6% | -3%
O=C(Nc1ccc(NC(=O)c2cccs2)cn1)c1ccccc1 | ? | -14% | . | 16µM* | -10% | ? | -11% | -10%
Cn1c(=O)c(CCc2ccccc2)nc2cnc(Oc3ccccc3)nc21 | . | . | . | -17% | . | 8.9µM* | i | -3%
CCCOc1ccc(C(=O)N2CC3(CC(c4cccc(NC(=O)[C@@H]5CCC(=O)N5)c4)=NO3)C[C@H]2C(=O)NC2(C(N)=O)CC2)cc1 (some centres not stated) | 6% | -1% | 7% | -4% | -2% | 5% | -8% | 6%
NC(=O)CC[C@@H](N)C(=O)O | . | 3% | ? | -10% | . | -1% | 13% | .
COCCn1c(-c2cccs2)csc1=Nc1cccnc1 | ? | ? | . | -50%[inhibitor] | . | ? | 0% | -1%

Next part; it opens with the two that closed the last part.
SMILES | KDM4E inh | Tau fibril ThT | LMNA splice mod | SMN2 splice enh | L3MBTL1 inh | ALDH1A1 block | RECQ1 helicase | KinaseGlo FLuc
NC(=O)CC[C@@H](N)C(=O)O | . | 3% | ? | -10% | . | -1% | 13% | .
COCCn1c(-c2cccs2)csc1=Nc1cccnc1 | ? | ? | . | -50%[inhibitor] | . | ? | 0% | -1%
CCn1c(-c2ccc(OC)c(OC)c2)n[nH]c1=S | ? | 2% | -10% | 25% | . | ? | -6% | 2%
COC(=O)c1cc(=O)n(CCc2ccc(OC)cc2)c(=Nc2ccc(F)c(Cl)c2)s1 | -3% | ? | ? | -48%[inhibitor] | . | -2% | -11% | 17%
COc1ccccc1NC(=O)Nc1nn(C)c2cccc(OC)c12 | -14% | ? | 18%[46 µM] | . | -11% | ? | i | .
Cc1noc(C)c1COC(=O)c1ccc2c(c1)OCO2 | 2% | -6% | -2% | -12% | 7% | -16% | -2% | -9%
CCCCN1C2=NCCCN2c2cc(C)c(C)cc21 | 3% | 0% | 4% | -3% | 1% | 5% | -8% | -1%
Cc1ccc(C)c(-n2cc(-c3ccc(Cl)cc3)nc2SCC(=O)NC2CCS(=O)(=O)C2)c1 (configuration not stated) | 1% | ? | -5% | . | -18% | -2% | -4% | .
CCOC(=O)CC1C(=O)NCCN1C(=O)NC1CCCCC1 (configuration not stated) | 8% | -4% | -1% | 18% | . | 9% | -1% | -4%
COC(=O)c1ccccc1NC(=O)CSc1n[nH]c(-c2cccnc2)n1 | 3% | 5% | 13%[46 µM] | . | 7% | 15% | 11% | 1%
CCOC(=O)c1ccc(Nc2ncnc3ccccc23)cc1 | -17% | -2% | -2%[9.22 µM] | -27% | 18% | -1% | -14% | 3%
COCc1cc(/C=N\NC(=O)Cc2ccc(OC)cc2)ccc1OC | 0% | 0% | 12% | -2% | -1% | -8% | 6% | 3%
COc1cc2cc(C#N)c(SCC(=O)N3CCOCC3)nc2cc1OC | ? | -8% | -10% | 13µM* | 2% | -1% | -5% | 1%
CC(=O)c1ccc(NC(=O)C2CCCN(S(=O)(=O)c3c(C)[nH]c(=O)[nH]c3=O)C2)cc1 (configuration not stated) | 0% | 7% | 19%[46 µM] | -1% | -1% | 20% | -4% | -1%
COc1ccc(-n2cnnc2SCC(=O)N(C)C2CCS(=O)(=O)C2)cc1 (configuration not stated) | 6% | 14% | 1% | -19% | 1% | -6% | -13% | -3%
O=C(CS(=O)(=O)c1cccc(Cl)c1)Nc1ccccc1Cl | 9% | 2% | 2% | 10% | 6% | -5% | i | -1%
COC(=O)[C@@]1(Cc2ccc(OC)cc2)[C@H]2c3cc(C(=O)N4CCCC4)n(CCc4c[nH]c5cc(F)ccc45)c3C[C@H]2CN1C(=O)c1ccccc1 | ? | ? | . | -13% | . | -15% | -6% | -4%
O=[N+]([O-])c1cc(Cl)ccc1N1CCN(c2ccccc2O)CC1 | -24% | 14µM* | -21%[46 µM] | -16% | . | -9% | -4% | 7%
CCOC(=O)c1oc2c(CN3CCN(CCO)CC3)c(O)c(CC)cc2c(=O)c1-c1nc2ccccc2s1 | ? | ? | . | . | -15% | 28µM* | -2% | .
C=CCC(O)c1c(-c2ccccc2)nn(C)c1Cl (configuration not stated) | 3% | 7% | 8%[46 µM] | -10% | -7% | 0% | 0% | 8%
CCOC(=O)C(C)Sc1nc(=O)n2cccc(C)c2n1 (configuration not stated) | ? | -3% | . | 4% | . | -1% | -1% | 1%
Brc1ccc(C2=Nc3ccccc3C(c3ccncc3)=NN2)cc1 | 5% | ? | ? | . | 8% | 5% | i | 4%
CN(C(=O)COC(=O)CNC(=O)C12CC3CC(CC(C3)C1)C2)C1CCS(=O)(=O)C1 (configuration not stated) | -1% | 8% | 1% | ? | 4% | -8% | -26% | -3%
CCC(=O)Nc1ccc(OC)cc1OC | -2% | -2% | -13% | 3% | 5% | 6% | i | 0%
CC(C)c1nnc(NC(=O)CCCCCN2C(=O)C3C4C=CC(C4)C3C2=O)s1 (configuration not stated) | 2% | -3% | -6% | -13% | . | ? | -5% | -4%
CC(C)CCN1CCN(C2CCN(c3ccccc3)CC2)CC1CCO (configuration not stated) | 0% | ? | 5%[46 µM] | . | -2% | 4% | -6% | -3%
C/C=C(\C)C(=O)NCCN1C2=NC[C@H](C(C)C)N2C[C@@H]1Cc1ccc(OC)cc1 | 16% | -16% | . | . | 15% | -5% | 1% | .
Cc1cccc(OCCSc2cc(C)nc(N)n2)c1 | -3% | -10% | ? | -3% | 7% | 2% | -4% | -3%
CS(=O)(=O)Nc1nnc(SCC(=O)N(c2ccccc2)c2ccccc2)s1 | 3% | 1% | -3% | 23% | 13% | 32µM* | -3% | 9%
COc1ccc(/C(C)=N/OC/C(O)=C(\C#N)c2nc3ccccc3[nH]2)cc1 | -3% | -14% | -13% | . | -3% | 22% | -10% | .
CC(C)CCNC(=O)COc1ccc(N(C)S(=O)(=O)c2ccc(F)cc2)cc1 | 12% | -1% | . | . | . | 11% | -11% | .
CCCC(c1nnnn1Cc1ccc(F)cc1)N1CCN(C2CCCCC2)CC1 (configuration not stated) | ? | 4% | 15% | -14% | 39%[activator] | ? | -8% | -2%
COc1ccc(CCNC(=O)c2ccc(-c3cccc([N+](=O)[O-])c3)o2)cc1OC | -13% | ? | . | -34%[inhibitor] | ? | 13µM* | 19% | 2%
COC(=O)c1scc(C)c1-n1ccc(C(=O)C(=O)N(C)C)c1 | 1% | -3% | -8%[46 µM] | -3% | 5% | 6% | i | 3%
O=C(CCN1C(=O)c2ccccc2C1=O)Nc1ccc(F)cc1F | -7% | -3% | 2% | -17% | 2% | -7% | -4% | 0%
